M17LAP inhibition: P. falciparum M17LAP inhibitors, primary screen, biochemical, fluorogenic H-Leu-NHMec substrate, 1536-well (AID 1619); recombinant M17LAP, H-Leu-NHMec fluorogenic kinetic assay; higher % means a stronger effect; inhibition, % at 30 µM, or IC50 in µM where a hit was titrated; actives 0.38% (n = 220,000);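 active means compound inhibiting the enzyme by more than half at any dose during confirmatory dose-response retesting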;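 further: plate controls were full reaction with DMSO carrier for no effect and no enzyme background for full effect; strong numbers were not always called active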
Autophagy HCS: alters autophagy in cells; MEF GFP-LC3 puncta imaging; test concentration mostly 10 µM; calls only at 10 µM (by protocol); actives 0.98% (n = 190,000); AID 463193;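 active means percentage of spot-positive cells more than 3 SD above its plate mean, without a fluorescence outlier flag or 80% toxicity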;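 further: spot-positive cell cutoff set from DMSO-treated cells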
Insulin prom up: MIN6 insulin promoter up-regulation | MIN6 insulin promoter-GFP reporter, high-content imaging; hits give high values | AID 1625 | actives 0.3% (n = 190,000) | z-score at 5 µM;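 active means z-score above 3 at 5 µM with at least 500 cells counted in the well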
NOD2 inhibition: inhibition of NOD2-driven NF-kB reporter – cell-based, luminescence, uHTS, HEK293 (AID 1566); HEK293 NOD2/NF-kB luciferase reporter, luminescence; higher % means a stronger effect; one-dose inhibition, % at 4 µM; EC50 in µM for titrated hits; actives 0.63% (n = 290,000); in the data active means inhibition above about 50%; further: many of its hits are not listed in these tables
Dynein transport: dynein cargo transport inhibition | 3617.4 mouse cells, GR-EGFP nuclear translocation imaging; test concentration mostly 20 µM; stimulated with dexamethasone, 1 µM; hits give low values | z-score, hits read low | actives 0.47% (n = 220,000) | AID 1381;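 active means plate z-score of nuclear minus cytoplasmic receptor signal below a set negative limit, without overly bright fluorescence or cell loss, cut at about -3.5 in these data, passing the limit was not always enough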;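 further: z-score of nuclear minus cytoplasmic ring GR-EGFP intensity difference per well; some compounds called inactive have numbers as strong as hits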
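Buffer or medium: tet-free, stripped-serum medium; Also added: dexamethasone, 1.0 µM final; Technique: high-content fluorescence imaging after fixation; Times: 48 h induction, 1 h compound, 30 min dex at 37 °C; Read-out: per-cell GR-EGFP intensity, nucleus versus surrounding cytoplasmic ring, well-averaged.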
NOD1 inhibition: NOD1 signaling inhibitors, primary screen, cell-based, luminescence, uHTS (AID 1578). actives 1% (n = 290,000). NOD1-driven NF-kB luciferase reporter cells, luminescence; higher % means a stronger effect. inhibition, % at 4 µM; hits with a dose series show EC50 in µM; in the data active means inhibition mostly above about 36%, no sharp cut-off; inactive means mostly below about 34%;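 further: HEK-293T reporter cells stimulated with the NOD1 agonist gamma-tri-DAP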
MT stabilizer: stabilizes microtubules in HeLa cells | actives 0.83% (n = 200,000) | % tubulin-high responders, % at 10 µM | HeLa tubulin immunostaining HCS, 24 h; share of cells brighter than vehicle mean+2SD;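 active means plate Z-score above 3 for both tubulin-high and condensed-nucleus cell shares, with cell loss under 80%, at 10 µM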;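 further: anti alpha tubulin signal scored within the nucleus-defined area of each cell; some results filed as inactive read as strong as hits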
Yfh1-off respiration: mitochondrial function rescue without frataxin homolog – Friedreich's ataxia, plus single-dose screen, dose response (AID 1465); fold induction at 50 µM, or EC50 in µM where a hit was titrated; actives 0.074% (n = 220,000); S. cerevisiae Yfh1-off respiration, WST-1 reduction, 72 h; higher fold induction means a stronger effect;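 active means fold induction of absorbance versus untreated yeast above a set limit, then at least 30% activation at any dose in follow-up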;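 further: activators that raise dye reduction in frataxin-depleted yeast; strong numbers were not always called active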
bCat nuc transl: alters nuclear translocation of beta-catenin in HeLa cells; actives 0.3% (n = 190,000); AID 1665; immunofluorescence imaging; nuclear translocation activity, % at 5 µM;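 active means nuclear translocation activity above 50% at 5 µM, with a well cell count of 50 or more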;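 further: per-cell ratio of nuclear to cytoplasmic median beta-catenin stain intensity; plate controls were DMSO negative control for no effect and GSK-3 inhibitor IX positive control for full effect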
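Signal – beta-catenin immunofluorescence imaging with DAPI · Test system – human HeLa cell line · Dosing – 5 µM primary single dose, 0.1% DMSO, 0.02–20 µM confirmation series · Measure – % activation, nuclear-to-cytoplasmic median beta-catenin signal ratio per cell · Incubation – 24 h compound exposure at 37°C, 5% CO2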
Dynein transport cytoplasmic EGFP: further read-out of Dynein transport, marked with its call; z-score; measured here: cytoplasmic GR-EGFP intensity; hits give high values
Dynein transport nuclear GR-EGFP: recorded beside Dynein transport, whose call it bears; z-score; measured here: nuclear GR-EGFP intensity;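 lower value marks the stronger effect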
Dynein transport cell count: further read-out of Dynein transport, marked with its call; z-score; measured here: cell count per field
Insulin prom up cell count: also measured in Insulin prom up; calls as there; cell count; measured here: cytotoxicity, nuclei count;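 total cells summed across four imaged fields per well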
bCat nuc transl cell count 5 µM: further read-out of bCat nuc transl, marked with its call; cell count; measured here: cell count, cytotoxicity flag
MT stabilizer Hoechst-high %: further read-out of MT stabilizer, marked with its call; % Hoechst-high responders; measured here: nuclear condensation Hoechst responders;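 share of cells brighter than vehicle mean plus two SD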
MT stabilizer cytotoxicity %: further read-out of MT stabilizer, marked with its call; toxicity, %; measured here: cytotoxicity by cell density;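 0% = mean cell density of plate MIN control wells and 100% = no cells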
Autophagy HCS cell loss 18 h: further read-out of Autophagy HCS, marked with its call; toxicity, %; measured here: cell loss, nuclei count;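 cell loss after 18 h compound exposure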
* = called active by the depositor; i = inactive; x = not tested or not shown; + = active, no number. An excerpt, so the mix of outcomes need not match the whole.

structure,M17LAP inhibition,Autophagy HCS,Autophagy HCS cell loss 18 h,Insulin prom up,Insulin prom up cell count,NOD2 inhibition,Dynein transport,Dynein transport cytoplasmic EGFP,Dynein transport nuclear GR-EGFP,Dynein transport cell count,NOD1 inhibition,MT stabilizer,MT stabilizer Hoechst-high %,MT stabilizer cytotoxicity %,Yfh1-off respiration,bCat nuc transl,bCat nuc transl cell count 5 µM
COc1ccc(C2=NOC(C(=O)NCc3ccco3)C2)cc1 (stereo not given),0%,i,9,0.4,800,-34%,0.43,0.22,0.42,-0.041,-5%,38*,11*,45*,i,14,923
CC(C)CNC(=O)CC1Nc2ccccc2NC1=O (stereo not given),0%,i,-3,0.34,1525,6%,0.42,-0.3,0.93,-0.51,-31%,1.9,1.7,4.5,i,-3.4,1043
O=C(O)CCCN1C(=O)C(=O)/C(=C(/O)c2ccccc2)C1/C=C/c1ccccc1 (stereo not given),-29%,i,-8,x,x,0%,0.17,-0.0022,0.1,0.14,-18%,2.5,2.0,7.5,i,0.1,1042
CCOC(=O)CC1C(=O)NCCN1S(=O)(=O)c1ccc(C)cc1 (stereo not given),0%,i,4,2.2,1359,19%,-0.76,0.25,-0.36,-0.42,-23%,5.4,1.5,8.9,i,2.1,1070
CCc1ccc(-n2c(SCC(=O)N3Cc4ccccc4CC3C(=O)O)nnc2-c2ccncc2)cc1 (stereo not given),-6%,x,x,0.27,1086,-1%,0.18,-0.23,-0.016,0.69,-1%,x,x,x,i,-0.3,1306
CCOC(=O)n1c(=O)n(Cc2ccccc2)c2ccccc21,3%,i,0,0.1,1828,10%,-0.05,-0.23,-0.52,0.31,0%,1.0,1.2,4.3,i,1.0,1046
N#Cc1c(NC(=O)COC(=O)c2ccc(S(=O)(=O)N3CCCC3)cc2)sc2c1CCCCC2,4%,i,-3,0.32,1364,-19%,-0.4,-0.19,-0.37,0.19,19%,9.7,1.7,8.5,i,-1.2,1031
COc1ccc(Cn2cc(F)c(=O)n(CCC(C)C)c2=O)cc1[N+](=O)[O-],7%,i,20,-0.3,1939,12%,-0.38,-0.2,-0.49,0.55,-10%,2.7,1.7,8.3,i,3.4,1051
Nc1nc(N2CCN(Cc3ccccc3)CC2)n[nH]1,-4%,i,15,1.2,1450,-10%,2.3,-0.32,1.3,-0.59,-13%,2.2,1.6,6.2,i,0.8,1405
S=C1SCN(CC2CC2)CN1CC1CC1,-1%,x,x,-0.53,892,4%,-0.69,-0.21,-0.021,1,-4%,x,x,x,i,0.3,1288

Continued (3 carried over from the part before).
structure,M17LAP inhibition,Autophagy HCS,Autophagy HCS cell loss 18 h,Insulin prom up,Insulin prom up cell count,NOD2 inhibition,Dynein transport,Dynein transport cytoplasmic EGFP,Dynein transport nuclear GR-EGFP,Dynein transport cell count,NOD1 inhibition,MT stabilizer,MT stabilizer Hoechst-high %,MT stabilizer cytotoxicity %,Yfh1-off respiration,bCat nuc transl,bCat nuc transl cell count 5 µM
COc1ccc(Cn2cc(F)c(=O)n(CCC(C)C)c2=O)cc1[N+](=O)[O-],7%,i,20,-0.3,1939,12%,-0.38,-0.2,-0.49,0.55,-10%,2.7,1.7,8.3,i,3.4,1051
Nc1nc(N2CCN(Cc3ccccc3)CC2)n[nH]1,-4%,i,15,1.2,1450,-10%,2.3,-0.32,1.3,-0.59,-13%,2.2,1.6,6.2,i,0.8,1405
S=C1SCN(CC2CC2)CN1CC1CC1,-1%,x,x,-0.53,892,4%,-0.69,-0.21,-0.021,1,-4%,x,x,x,i,0.3,1288
O=C(CNC(=O)c1ccccc1)NCCc1nc2ccccc2[nH]1,-17%,i,34,-0.31,782,4%,-0.52,-0.2,-0.34,0.75,-20%,1.0,2.3,10,i,-1.2,1139
Cc1nnc(SCC2=C(C(=O)O)N3C(=O)C(NC(=O)C(C)n4nc(C(F)(F)F)cc4C)C3SC2)s1 (stereo not given),28%,i,1,0.43,1253,23%,0.3,-0.3,0.19,0.56,-19%,3.0,2.4,2.9,i,-0.7,1153
Cc1ccc(NC2=NC(C(=O)Nc3ccc(C)c(C)c3)CC(=O)N2)cc1 (stereo not given),-3%,i,-6,0,1203,11%,-0.26,-0.23,-0.3,0.44,-27%,5.1,3.2,4.3,i,0.4,1019
CCc1ccc(C(=O)CN2CCSC2=N)cc1,17%,i,2,-0.01,1361,-72%,-0.65,-0.31,-0.57,0.5,-45%,2.4,3.8,5.4,i,2.2,488
O=C(NC(=S)Nc1ccc(S(=O)(=O)N2CCCCC2)cc1)c1ccc(Cl)cc1,-8%,i,-1,-0.64,779,7%,0.075,-0.13,0.44,-0.14,10%,2.2,1.5,7.9,i,-0.2,947
COc1ccc(NC(=O)CN(c2ccccc2)S(=O)(=O)N(C)C)cc1OC,-5%,i,-4,0.1,1327,-3%,0.16,-0.21,0.17,0.23,-5%,4.0,2.6,6.0,i,x,x
Cc1ccc(CNC(=O)CCC2CCCN(Cc3cccc4c3OCO4)C2)o1 (stereo not given),-15%,x,x,-0.29,1109,0%,0.43,-0.15,0.099,-0.45,-1%,x,x,x,i,0.9,1343
O=C(CN1C(=O)c2ccccc2C1=O)Nc1nc(-c2cccc([N+](=O)[O-])c2)cs1,7%,i,2,-0.47,899,6%,1.4,-0.19,1.4,-0.061,-20%,2.1,1.1,3.7,x,-3.9,1253
COc1cccc(OC)c1C(=O)Nc1cc(Cl)ccc1N1CCOCC1,10%,i,-4,-0.1,1882,2%,-0.069,-0.26,-0.67,0.016,-30%,4.1,1.5,6.6,i,-0.8,1070
Cn1cnc([N+](=O)[O-])c1SCC(O)CN1CCCCC1 (stereo not given),7%,+,1.0*,-0.66,1363,4%,-1.5,-0.26,-0.36,1.5,-20%,7.4,2.2,11,i,4.6,999
CCOCCCNc1nc2c(c(=O)n(C)c(=O)n2C)n1CCCc1ccccc1,-6%,x,x,-0.47,1083,4%,-0.98,-0.22,-0.21,1,4%,1.9,1.5,7.2,i,-3.1,1027
CC1=CC(C)(C)N(S(=O)(=O)c2ccc(C)cc2)c2cc(C)ccc21,2%,+,70*,x,x,-12%,0.7,0.37,0.054,0.26,31%,21*,22*,67*,i,x,x
CCOc1cccc(NC(=O)C2CC(=O)N(C)C2)c1 (stereo not given),5%,i,1,-0.91,1400,6%,0.34,-0.14,0.0011,0.82,-14%,3.2,1.7,1.1,i,-1.1,1097
CC1C2Cn3c(nc4ccccc43)C1N(C(C)C)O2 (stereo not given),9%,x,x,-0.49,1068,5%,0.29,-0.73,0.27,-0.32,2%,x,x,x,i,-0.4,1214
COc1ccc(-c2cc(=O)c3c(O)c(OC)c(O)cc3o2)cc1,-4%,i,-13,-0.09,1345,-261%,-0.28,-0.14,-0.0064,0.41,-11%,5.0,2.3,2.0,i,-0.4,1010
CC(C)(C)c1ccc(C(CC(=O)O)NC(=O)c2ccccc2F)cc1 (stereo not given),-1%,i,10,-0.01,1250,18%,-0.73,-0.3,-0.38,0.72,-13%,4.9,2.6,3.6,i,-0.8,1142
CCOC(=O)NC(NCc1ccccc1)(C(F)(F)F)C(F)(F)F,1%,i,0,0,1425,23%,0.18,-0.19,0.25,-0.42,-6%,2.8,3.0,6.0,i,2.2,1118
Cc1nnsc1C(=O)Nc1ccccc1Cl,3%,i,-8,1.4,1308,17%,-0.75,-0.16,-0.12,1.5,3%,5.7,3.8,6.4,i,-2.8,1134
Cc1ccc(-c2ccc(C)c(N)c2C)c(C)c1N,-1%,i,14,1.2,1029,22%,-0.45,-0.31,0.5,0.39,-18%,0.9,1.1,2.0,i,1.5,1113
O=C(Nc1cccs1)Nc1ccc(F)cc1F,9%,i,-11,-0.19,1498,-30%,-0.25,-0.24,-0.36,0.26,-31%,4.5,2.6,6.0,i,0.6,1085
C(=N\Nc1nncn1/N=C/c1ccco1)/c1ccco1,33%,x,x,0.02,1086,7%,-0.97,-0.27,-0.19,2.3,-12%,x,x,x,i,-0.1,1350
O=C(COC(=O)c1ccc(F)cc1)Nc1ccccc1N1CCOCC1,7%,i,3,0.39,1208,6%,0.39,-0.27,0.096,0.67,-3%,3.2,2.8,7.2,i,2.3,1162
Cc1ccc(C2=NN3C(C2)c2ccccc2OC32C(=O)Nc3ccccc32)cc1 (stereo not given),7%,i,6,1.1,1562,-108%,-0.63,-0.19,-0.2,0.75,x,4.1,1.4,6.8,i,1.7,1384
CCOc1ccc2nc(NC(=O)CCn3cccc3)sc2c1,-1%,i,1,-0.21,1001,-25%,-0.56,-0.17,-0.046,0.085,-10%,2.1,4.4,1.8,i,-6.5,1167
C/C(=N\NC(=O)c1ccc(NS(=O)(=O)c2cccs2)cc1)c1ccc2c(c1)OCO2,18%,i,4,-0.74,1358,10%,-0.12,-0.29,0.18,0.32,-25%,2.9,2.5,6.3,i,-0.5,1114
CSc1nc(-c2ccccc2)cn1-c1ccc(NC(C)=O)cc1,6%,i,-5,1.5,1192,-36%,-0.78,-0.22,-0.54,0.84,24%,2.5,2.3,12,i,0.1,982
CCOC(=O)N1CCc2c(sc3[nH]c(=S)[nH]c(=S)c23)C1,13%,x,x,-0.13,1074,15%,-0.11,-0.24,0.36,0.41,-5%,x,x,x,i,0.7,1269
Cc1ccc(CC2S/C(=C(/C#N)C(=O)NCc3ccco3)N(c3ccccc3)C2=O)cc1 (stereo not given),13%,i,-6,0.15,1079,10%,0.27,-0.17,0.3,0.18,-15%,2.5,1.9,4.1,i,1.7,1187

From PubChem
